FXIIa inh: human FXIIa protease inhibitors, primary screen, biochemical, 1536-well | Coagulation factor XII (Homo sapiens), P00748 | purified FXIIa, Boc-QGR-AMC fluorogenic substrate, 2 h | inhibition, % at 5 µM | 220,000 compounds, 0.3% hits | AID 800, 2007; in the data active = inhibition above about 40%;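 note: 0% = enzyme with no compound and 100% = blank without enzyme; many of its hits are not listed in these tables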
hK5 inh: human KLK5 protease inhibitors, primary screen, biochemical, 1536-well; Kallikrein-5 (Homo sapiens), Q9Y337; recombinant hK5, fluorogenic AMC substrate cleavage; inhibition, % at 5 µM; 210,000 compounds, 0.59% hits; AID 873, 2007;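 active = inhibition of 40% or more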;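 note: 0% = enzyme controls without compound and 100% = no-enzyme blanks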
Target sequence (Q9Y337 67-293 limits assumed): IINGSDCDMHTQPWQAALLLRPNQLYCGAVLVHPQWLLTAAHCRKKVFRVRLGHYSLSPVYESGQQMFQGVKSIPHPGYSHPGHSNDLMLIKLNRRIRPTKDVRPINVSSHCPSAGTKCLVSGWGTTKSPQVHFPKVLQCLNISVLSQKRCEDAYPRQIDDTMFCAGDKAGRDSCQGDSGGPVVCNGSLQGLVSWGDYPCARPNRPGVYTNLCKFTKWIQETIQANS
Runt-SMMHC FRET: inhibitors of RUNX1 Runt–CBFb-SMMHC binding, primary screen, biochemical, FRET, Cerulean-Runt, Venus-CBFb-SMMHC, uHTS; inhibition, % at 20 µM; Cerulean-Runt/Venus-CBFb-SMMHC FRET ratio 530/480, 1 h; 220,000 compounds, 0.74% hits;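 active = mean inhibition across duplicate retests at 20 µM reaching about 50%, limit read from the data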;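 note: 0% = DMSO wells and 100% = wells with excess untagged CBFb-SMMHC; inhibitors lower the FRET ratio by blocking Runt binding to CBFb-SMMHC; some results filed as inactive read as strong as hits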
Hck Nef HTS: inhibitors of Nef-activated human Hck kinase, primary screen, biochemical, Z-Lyte FRET, 384-well, Hck-YEEI; Recombinant Hck-YEEI plus Nef, Z-Lyte FRET kinase assay; inhibition, % at 20 µM; 220,000 compounds, 0.68% hits; AID 463187, 2010;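 active = Hck-Nef kinase inhibition above about 50%, limit read from the data; inactive = inhibition below that limit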;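 note: 0% = DMSO with Hck plus Nef and 100% = Hck alone without Nef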
Runt-CBFb FRET: inhibitors of RUNX1 Runt–CBFb binding, primary screen, biochemical, FRET, Cerulean-Runt, Venus-CBFb, uHTS; 220,000 compounds, 0.46% hits; inhibition, % at 20 µM; AID 1496, 2009; Runt-related transcription factor 1 (Homo sapiens) + Core-binding factor subunit beta …; Cerulean-Runt/Venus-CBFb FRET ratio 530/480, 1 h;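 active = inhibition over about 50% at 20 µM in the single-dose screen, limit read from the data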;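 note: 0% = DMSO wells and 100% = excess unlabeled CBFb competitor control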
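Assay system: Cerulean-Runt domain / Medium: Tris 50 mM pH 7.5, KCl, K2SO4, 0.01% BSA / Timing: protein complex preformed 1 h, compound exposure 1 h, room temperature, dark / Measured by: FRET, excitation 422 nm, emission at 530 and 480 nm / Evaluation: loss of energy transfer signal / Control set: 5 µM unlabeled CBFb as full-inhibition high control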
FXIa inh: human FXIa protease inhibitors, primary screen, biochemical, 1536-well. Coagulation factor XI (Homo sapiens), P03951. AID 798, 2007. inhibition, % at 5 µM. 220,000 compounds, 0.14% hits. purified FXIa, Boc-Glu-Ala-Arg-AMC fluorogenic substrate;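 active = inhibition of at least 40%; inactive = inhibition below 40%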;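 note: fluorescence of freed AMC excited at 355 nm; 0% = enzyme without compound and 100% = no enzyme blank; many of its hits are not listed in these tables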
Target sequence (P03951 19-387 limits assumed): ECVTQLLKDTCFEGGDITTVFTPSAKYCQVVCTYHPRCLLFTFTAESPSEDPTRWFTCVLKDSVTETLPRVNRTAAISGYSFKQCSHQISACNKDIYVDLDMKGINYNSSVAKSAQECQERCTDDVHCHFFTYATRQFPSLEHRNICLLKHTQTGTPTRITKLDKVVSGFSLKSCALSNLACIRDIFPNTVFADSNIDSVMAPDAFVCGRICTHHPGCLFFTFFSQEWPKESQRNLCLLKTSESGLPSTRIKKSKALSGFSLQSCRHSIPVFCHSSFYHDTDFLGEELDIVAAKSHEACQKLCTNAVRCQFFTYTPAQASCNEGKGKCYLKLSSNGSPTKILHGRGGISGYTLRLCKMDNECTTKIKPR
Target sequence (P03951 388-625 limits assumed): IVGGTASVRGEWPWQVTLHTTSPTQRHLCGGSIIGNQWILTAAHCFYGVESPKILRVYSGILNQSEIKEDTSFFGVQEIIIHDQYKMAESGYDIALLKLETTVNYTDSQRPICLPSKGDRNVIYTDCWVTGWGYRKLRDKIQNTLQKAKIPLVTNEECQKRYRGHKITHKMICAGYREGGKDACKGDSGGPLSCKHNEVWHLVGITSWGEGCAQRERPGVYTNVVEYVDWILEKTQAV
14-3-3 Bad PPI: inhibitors of 14-3-3 zeta/Bad binding, primary screen, biochemical, TR-FRET, bovine 14-3-3 zeta; 14-3-3 protein zeta/delta (Bos taurus), P63103; TR-FRET 14-3-3zeta/Dy647-pBad peptide displacement, 1 h; inhibition, % at 21.7 µM; 220,000 compounds, 0.71% hits; AID 781, 2007;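 active = inhibition above about 70%, limit read from the data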;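 note: 0% = full 14-3-3 plus peptide FRET controls and 100% = background without 14-3-3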
Wee1 stabilizer: Wee1 degradation inhibitors, primary screen, cell-based, HeLa, Wee1K328M-luciferase, luminescence; Wee1-like protein kinase (Homo sapiens), P30291; HeLa Luc-Wee1K328M stability; 100% = proteasome inhibitor MG132 effect; reporter increase, % at 5 µM; 220,000 compounds, 1.2% hits; AID 1321, 2008;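 active = activation above the mean of all tested compounds plus 3 SD, set per screening run, cut at about 8.8% in these data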;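 note: cells exposed to compound for 20 h before luminescence read; 0% = DMSO alone and 100% = MG132 at 30 µM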
Thrombin inh: human alpha-thrombin inhibitors, primary screen, counter-screen for coagulation protease inhibitor project, biochemical, 1536-well, fluorogenic AMC substrate. Prothrombin (Homo sapiens), P00734. Boc-VPR-AMC fluorogenic substrate cleavage. inhibition, % at 5 µM. 220,000 compounds, 0.26% hits. AID 1046, 2008;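 active = inhibition at or above 40%; inactive = inhibition below 40%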;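 note: 0% = enzyme with no compound and 100% = wells without enzyme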
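System: human alpha-thrombin protein; Compound dosing: one concentration per compound, 5 µM, with 0.2% DMSO; Timing: reaction at room temperature; Technique: AMC fluorescence, 355/460 nm; Controls: enzyme without compound as high, wells lacking enzyme as low.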
* hit, by the source's call; i = inactive; x = no result given; [ ] = remark or other dose.

No.	compound	FXIIa inh	hK5 inh	Runt-SMMHC FRET	Hck Nef HTS	Runt-CBFb FRET	FXIa inh	14-3-3 Bad PPI	Wee1 stabilizer	Thrombin inh
1	Oc1[nH]c2c(Cl)cc(Cl)cc2c1N=NC(=S)NCC1CCCO1 (stereo not drawn)	-10	3	-3	-1	-4	-6	-11[fluorescence artefact?]	-3	-5
2	O=C(Nc1ccc(S(=O)(=O)Nc2ncccn2)cc1)c1ccc(S(=O)(=O)N2CCCC2)cc1	8	2	0	-8	0	2	-1	3	-6
3	COc1ccc(-n2cccc2/C=C2\C(=N)N3N=C(c4ccco4)SC3=NC2=O)cc1	3	-4	-46	93*	-10	-6	82*	1	-10
4	CCOC(=O)c1c(/N=C/c2cccc([N+](=O)[O-])c2O)sc2c1CCC2	3	-8	-1	5	12	-5	6	-1	-1
5	COc1ccccc1N1CCN(C(=O)c2ccc(CS(=O)(=O)c3ccccc3OC)o2)CC1	-16	-22	-1	-4	2	-11	-14[fluorescence artefact?]	9.8*	-10
6	COc1ccccc1NC(=O)c1cc(Cl)nnc1Cl	8	-4	-6	-8	0	-6	-2	0	-9
7	COc1ccc2c(=O)c(N3C(=O)c4ccccc4C3=O)coc2c1	10	-6	3	-2	1	5	1	7	3
8	Nc1ccc(C(=O)n2c3ccccc3c3ccccc32)cc1	13	-6	11	14	-1	10	-5	3	2
9	Cc1ccc2nc(SCC(=O)Nc3nnc(SCC(N)=O)s3)[nH]c2c1	9	-18	3	1	-2	-7	3	-3	-5
10	CN(C)CCNC(=O)Cc1c(C(=O)O)n(C)c2ccccc12	x	x	5	0	1	x	x	1	x
11	O=C(CSc1ccc2nnc(-c3cccc(F)c3)n2n1)N1CCCc2ccccc21	-2	-7	-2	5	0	0	22	2	-6
12	COc1ccc(N2C(=O)CCC(C(=O)N3CCN(c4ccccn4)CC3)C2c2ccc(F)cc2)cc1 (stereo not drawn)	6	-3	1	8	-2	0	-18	-1	-3
13	CCCCC1=CC2=C(c3ccco3)C(=O)C(C)(OC(=O)c3ccc(OC)cc3)C(=O)C2=CN1CC(C)C (stereo not drawn)	10	3	-80	26	-3	3	-1	x	2
14	O=S(=O)(/N=C(/Nc1ccc(F)cc1F)c1ccccc1)c1ccccc1	9	-19	2	2	0	4	-7	4	-5
15	COc1ccccc1NC(=O)c1nnn(CC(=O)Nc2cccc(SC)c2)c1N	-2	5	-1	-1	1	0	-5[fluorescence artefact?]	6	-2
16	Cc1cc(S(=O)(=O)N2CCN(c3ncccn3)CC2)ccc1-n1cnnn1	12	4	-1	-6	-1	3	20	-1	0
17	COCC(C)NC(=O)CSc1nc2ccccc2n1CCc1ccccc1 (stereo not drawn)	7	6	-4	0	0	1	5	-3	-12
18	COc1ccccc1CNC(=O)c1ccc(NS(C)(=O)=O)cc1	-4	-4	-4	15	2	-5	2	-1	4
19	CCOC(=O)CC1OC(=O)c2cc3c(cc21)C(=O)OC3CC(=O)OCC (stereo not drawn)	9	5	-1	16	1	3	-2	1	2
20	Cc1nc(NC(=O)CCCC(=O)Nc2nc(C)c(C)s2)sc1C	-10	-6	3	5	0	-18	-13	2	-1
21	COc1ccccc1-c1ccc(SCC(=O)NCCc2ccccc2)nn1	3	-8	-2	13	0	-4	-1	-3	-10
22	O=C(Nc1ccc(N2CCN(C(=O)c3ccccc3)CC2)c(Cl)c1)c1ncn[nH]1	8	4	-2	22	-2	0	2	1	0
23	COc1ccc(NS(=O)(=O)c2ccc(NC(=O)c3ccc(Br)cc3)cc2)nn1	3	-7	0	21	-2	-3	-16	-3	-7
24	Cc1cccc(-n2nnc(C(=O)NCc3ccccn3)c2N)c1	-14	3	0	0	1	-7	-12	-3	-3
25	COc1ccc(Cl)cc1NC(=O)CN(C)C(=O)COc1ccccc1F	3	-2	1	30	0	-3	-3	5	14
26	N#C/C(=N\Nc1cccc(F)c1)C(=N)N1CCCCCC1	4	-9	-1	-17	-3	-6	3	8	1
27	O=C(NCC1CCCO1)c1nc2c(nnn2Cc2ccccc2Cl)c(=O)[nH]1 (stereo not drawn)	13	-3	-6	9	0	1	-4	0	0
28	COCC(=O)Nc1ccc(OCc2ccccc2)cc1	-2	-17	0	2	0	-7	-23	-1	-6
29	C=CCN(CC=C)S(=O)(=O)c1ccc(NC(=S)NC(=O)/C=C/c2ccc(C)cc2)cc1	6	9	-1	1	1	4	3	2	1
30	CCOc1cc(N2CCOCC2)c(OCC)cc1NC(=O)Cc1ccccc1OC	13	-8	3	1	-1	-8	-6[fluorescence artefact?]	-1	1
31	CCCn1c(SCC(=O)NC(C)c2ccccc2)n[nH]c1=O (stereo not drawn)	7	25	-3	7	-1	7	1	3	9
32	Cc1nn(-c2cc(C(F)(F)F)ccc2Cl)c2nc(C(Cl)(Cl)Cl)[nH]c(=O)c12	10	6	2	18	1	6	2	2	0
33	Cc1nn(Cc2cccc(C(=O)Nc3ccn(Cc4ccccc4)n3)c2)c(C)c1[N+](=O)[O-]	-2	10	1	6	-3	-6	-14	2	-5
34	CCCCn1c(-c2cccs2)nc2oc3ccccc3c(=O)c2c1=O	2	-1	0	10	-3	1	4	-1	-6
35	O=C(COc1ccc(Cl)cc1)Nc1nc(-c2cccs2)cs1	4	-16	1	-7	-2	4	12	-1	-4
36	CCC(=O)NC(=S)Nc1ccc(NC(=O)c2ccc([N+](=O)[O-])cc2Cl)cc1	8	-6	-1	2	1	3	4	0	-6
37	COc1ccc(C2C(=O)c3ccccc3C2=O)cc1OC	17	18	-2	14	-2	9	0	1	56*
38	CCOC(=O)c1c(C)n(C)c2ccc(OC(=O)c3ccc([N+](=O)[O-])cc3)cc12	5	15	-4	-1	0	9	4	-3	1
39	COCCCNC(=O)c1cc(OC)c(OC)c(OC)c1	12	-1	-2	-1	0	5	-2	-2	-4
40	CC(C)=CCC/C(C)=C/C=N/NC(=O)c1ccccc1[N+](=O)[O-]	11	4	5	3	-3	0	4	0	-2

Just Wee1 stabilizer, for 2 of the compounds above:
cpd | canonical_smiles | Wee1 stabilizer
34 | CCCCn1c(-c2cccs2)nc2oc3ccccc3c(=O)c2c1=O | -1
35 | O=C(COc1ccc(Cl)cc1)Nc1nc(-c2cccs2)cs1 | -1

Next compounds follow:
No.	compound	FXIIa inh	hK5 inh	Runt-SMMHC FRET	Hck Nef HTS	Runt-CBFb FRET	FXIa inh	14-3-3 Bad PPI	Wee1 stabilizer	Thrombin inh
41	Cc1oc2nc(SCC(=O)Nc3ccc(S(N)(=O)=O)cc3)nc(NC(=O)c3ccccc3)c2c1C	10	-9	-1	-2	0	-1	-6	0	-2
42	Cc1c(C)c2cc(Cl)c(O)c(CN3CCCC(C)C3)c2oc1=O (stereo not drawn)	-192	i	139*	81*	84*	-60	3	4	-38
43	Cc1occc1C(=O)NCCc1cccc(Cl)c1	1	-8	-7	1	5	-4	3	-1	-3
44	CC1CCCN(c2ccc([N+](=O)[O-])cc2C(=O)c2ccccc2)C1 (stereo not drawn)	9	-9	-1	3	-3	5	-7	4	-1
45	Cc1cccn2c(=O)c(/C=C(\C#N)S(=O)(=O)c3ccc(Cl)cc3)c(N3CCC(C(N)=O)CC3)nc12	-5	-21	-16	0	-25	-4	2	-3	-2
46	Cn1c(=O)[nH]c(=O)c2c1nc(N1CCN(Cc3ccccc3)CC1)n2CCSc1ncccn1	15	-4	2	2	3	3	6[fluorescence artefact?]	6	-2
47	COc1ccc(/C(N)=N/OC(=O)c2cccc([N+](=O)[O-])c2C)cc1OC	13	-10	-2	-21	3	-1	-5	0	1
48	COc1ccc([N+](=O)[O-])cc1NC(=O)C(C)OC(=O)c1cccnc1 (stereo not drawn)	10	1	0	21	2	2	12	4	25
49	COc1cc2oc3ccccc3c2cc1N(CC(=O)N(C)C)S(=O)(=O)c1ccccc1	-5	0	-115	10	-4	-6	-6[fluorescence artefact?]	2	-6
50	CCCCCCOC(=O)c1ccc(NC(=O)c2cc(OC)c(OC)c(OC)c2Br)cc1	4	-10	-11	1	-6	3	-1	-1	6
51	O=C(CCCC(=O)N(c1ccc2c(c1)OCCO2)C(C(=O)NC1CCCCC1)c1ccc(Cl)cc1)Nc1ccccn1 (stereo not drawn)	-3	-15	-2	3	-5	-3	-6[fluorescence artefact?]	0	-11
52	CSc1nc(N)n2nc(C(C)(C)C)cc2n1	8	-3	0	8	2	-6	1	5	2
53	O=C(Nc1nnc(SCc2ccc(F)cc2)s1)c1ccco1	7	-20	-1	1	-1	-16	-3	-4	-1
54	Cc1nc2ccccc2c(=O)n1NC(=O)c1cccnc1Cl	5	x	-5	0	0	-1	0	1	-2
55	CCN(CC)C(=O)COC(=O)c1cc(-c2ccco2)nc2ccccc12	2	-19	-22	46	-1	-9	24	3	-26
56	C=CCn1c(SCC(=O)Nc2sccc2C(N)=O)nc2ccc(Cl)cc2c1=O	9	-4	-8	1	0	0	26	7	2
57	Cc1cccc(-c2noc(-c3cc4ccccc4oc3=O)n2)c1	4	-21	-6	0	1	-5	-2	1	-2
58	COC(=O)COc1nsnc1N1CCOCC1	17	-3	0	-1	0	2	-3	-1	-10
59	CCOC(=O)C1CCN(C(=O)CCS(=O)(=O)c2ccc3c(c2)CCN3C(=O)CC)CC1	7	-1	4	23	-1	2	-24	8	-1
60	CCC(=O)Nc1cccc(C2=NOC3(C2)C[C@@H](C(N)=O)N(C(=O)c2cc([N+](=O)[O-])cc([N+](=O)[O-])c2C)C3)c1 (stereo partly drawn)	11	1	1	33	3	2	-3	x	-1
61	O=C(/C=C/c1ccccc1)N/C(=C/c1ccccc1)C(=O)N1CCOCC1	1	-9	0	7	-2	1	1	4	-5
62	c1csc(-c2cn3c(n2)SCC3)c1	9	-18	-7	5	-2	2	5	-5	3
63	CCCCOc1ccc(S(=O)(=O)NNC(=O)c2cc3ccccc3o2)cc1	10	-18	4	-5	-1	8	-3	1	-7
64	Cc1ccc(C(=O)N2CCC3(CC2)Oc2ccc(Cl)cc2C(=O)C32CC(c3cccnc3)=NO2)s1 (stereo not drawn)	3	-2	-1	12	-2	-1	3	x	-1

Assay outcomes: PubChem, several laboratories
